PriA SSB inh: inhibitors of Klebsiella pneumoniae PriA binding to SSB C-terminal tail | AlphaScreen SSBct-PriA binding, biotinylated peptide | inhibition, % at 33 µM | actives 0.6% (n = 430,000) | AID 1272365; in the data active = inhibition mostly above about 37%, no sharp cut-off; inactive = mostly below about 20%;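 also: plate controls were negative control peptide for no effect and reference peptide for full effect; strong numbers were not always called active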
PrPC surface inh: reduces human prion protein on the cell surface | cell surface PrPC, TR-FRET read-out | inhibition, % at 13.8 µM | AID 720596 | actives 0.43% (n = 370,000) | P04156; in the data active = inhibition above about 24%; also: 0% = median of the test wells and 100% = reference compound wells
BoNT-F LC inh: inhibitors of Botulinum neurotoxin F light chain protease | Multiplex microsphere protease cleavage assay, flow cytometry | inhibition, % at 10 µM | actives 0.22% (n = 360,000); in the data active = inhibition above about 35%, passing the limit was not always enough; inconclusive = no clear call, values can overlap the other calls; also: plate controls were buffer without enzyme for full effect and enzyme alone for no effect
MazEF act: increases E. coli MazEF RNase cleavage of RNA | FAM/BHQ RNA-DNA oligo cleavage fluorescence, 5 h | actives 0.32% (n = 350,000) | activation, % at 20 µM; in the data active = activation above about 50%
Target sequence (P0AE70 whole entry, looked up): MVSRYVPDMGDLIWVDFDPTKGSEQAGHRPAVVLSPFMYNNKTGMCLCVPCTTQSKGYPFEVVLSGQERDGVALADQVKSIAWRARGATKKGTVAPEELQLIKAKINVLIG
3CLpro inhibitor: SARS-CoV 3CLpro protease inhibition; recombinant SARS-CoV 3CLpro, quenched FRET peptide cleavage; inhibition, % at 6 µM; P0C6X7; AID 1706; actives 0.14% (n = 290,000); in the data active = inhibition above about 12%
VHR inh abs: blocks human VHR1 dual specificity phosphatase; inhibition, % at 13.3 µM; actives 0.52% (n = 290,000); recombinant VHR phosphatase, pNPP absorbance; P51452; in the data active = inhibition above about 50%; also: some compounds called inactive have numbers as strong as hits
CCHF vOTU inh: blocks the CCHF virus ovarian tumor domain protease; CCHFV vOTU protease, Pep-AMC fluorescence; inhibition, % at 11.5 µM; actives 0.55% (n = 370,000); AID 651958; in the data active = inhibition above about 30%; also: 0% = vehicle wells with enzyme and 100% = no enzyme wells
Anthrax LF inh2: blocks Bacillus anthracis lethal factor protease. multiplex microsphere protease cleavage assay, LF. inhibition, % at 10 µM. actives 0.12% (n = 360,000); also: plate controls were buffer without enzyme for full effect and enzyme alone for no effect
Target sequence (P15917 whole entry, looked up): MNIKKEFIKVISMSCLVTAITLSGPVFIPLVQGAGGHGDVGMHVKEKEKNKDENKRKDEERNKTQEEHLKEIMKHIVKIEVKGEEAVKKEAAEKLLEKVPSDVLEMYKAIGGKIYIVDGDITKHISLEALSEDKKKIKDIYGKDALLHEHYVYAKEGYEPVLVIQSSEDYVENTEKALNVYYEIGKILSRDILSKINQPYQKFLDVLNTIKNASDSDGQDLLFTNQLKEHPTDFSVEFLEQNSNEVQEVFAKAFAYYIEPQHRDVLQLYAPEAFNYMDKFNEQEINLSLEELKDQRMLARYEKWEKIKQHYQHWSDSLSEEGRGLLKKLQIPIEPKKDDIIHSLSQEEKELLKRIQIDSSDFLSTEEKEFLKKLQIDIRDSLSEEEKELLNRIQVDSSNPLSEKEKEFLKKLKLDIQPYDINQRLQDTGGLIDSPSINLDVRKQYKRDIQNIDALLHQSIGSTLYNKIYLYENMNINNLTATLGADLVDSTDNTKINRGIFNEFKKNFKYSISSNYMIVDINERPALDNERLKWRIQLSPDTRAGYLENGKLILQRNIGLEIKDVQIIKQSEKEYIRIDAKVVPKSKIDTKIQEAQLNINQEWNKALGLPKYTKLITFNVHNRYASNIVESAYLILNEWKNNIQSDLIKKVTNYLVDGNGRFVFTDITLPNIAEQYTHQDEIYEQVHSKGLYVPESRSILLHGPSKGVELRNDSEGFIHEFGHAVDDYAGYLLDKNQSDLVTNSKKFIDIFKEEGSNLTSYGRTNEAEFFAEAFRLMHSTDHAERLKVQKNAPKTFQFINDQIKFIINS
Rv3671c inh: inhibits the M. tuberculosis serine protease Rv3671c; P9WHR9; inhibition, % at 5.96 µM; actives 0.048% (n = 320,000); in the data active = inhibition above about 38%;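 also: extracellular domain of Rv3671c used as enzyme; 0% = enzyme with DMSO and 100% = no enzyme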
BoNT-A LC inh2: blocks Botulinum neurotoxin A light chain protease. multiplex microsphere protease substrate cleavage, flow cytometry. inhibition, % at 10 µM. actives 0.17% (n = 360,000); also: plate controls were buffer without enzyme for full effect and enzyme alone for no effect
An asterisk follows results filed as active; ? = inconclusive; . = not tested or not shown. Rule as the data show it, unless noted: active = inhibition above about 30%; inconclusive = no clear call, values can overlap the other calls; inactive = below that. Some of the compounds tested; count on the stated rates, not on these rows.

item | Compound | PriA SSB inh | PrPC surface inh | BoNT-F LC inh | MazEF act | 3CLpro inhibitor | VHR inh abs | CCHF vOTU inh | Anthrax LF inh2 | Rv3671c inh | BoNT-A LC inh2
1 | O=C(CSc1ccc(-c2nc3ccccc3[nH]2)cn1)Nc1ccc2c(c1)OCCO2 | -18 | . | -5 | 28 | 1 | 2 | . | -5 | -16 | 1.8
2 | O=C(CSc1nnc(CCc2ccccc2)n1-c1ccc(Cl)cc1)c1ccccc1 | 2 | 7 | -4 | -10 | 1 | 19 | -2 | -4 | 2 | -0.6
3 | COc1ccc(OC)c(/C=C2\SC(=S)N(N3CCOCC3)C2=O)c1 | 1 | 3 | ? | -13 | -1 | -3 | -2 | 1 | 9 | 14
4 | S=c1[nH]nc(-c2ccccc2)n1/N=C/C=C/c1ccco1 | . | -8 | 0 | 11 | -2 | 8 | 17 | 0 | -7 | 1.0
5 | NC(=O)SCC(=O)Nc1ccc(Cl)c(Cl)c1 | 2 | 0 | -22 | 6 | 8 | 28 | -2 | -10 | 2 | -1.1
6 | CN1CCN(/C=N/c2c(C#N)cnn2Cc2ccccc2)CC1 | . | 2 | -3 | 7 | -1 | 13 | 0 | -5 | 5 | ?
7 | COc1ccc(C(=O)N/N=C/c2ccc(OC)c(OS(=O)(=O)c3ccccc3)c2)cc1 | . | -7 | -2 | -10 | -1 | -2 | 7 | -2 | -26 | -1.0
8 | O=C(COC(=O)COc1ccc(Cl)cc1)NC1CCCCCC1 | -2 | 4 | -1 | 6 | . | . | -2 | -5 | . | -0.4
9 | Cc1onc(-c2c(F)cccc2Cl)c1C(=O)ONC(=O)c1ccco1 | -8 | 11 | 3 | 0 | 3 | 8 | 0 | 0 | 6 | 0.1
10 | Cc1ccc2c(c1)-c1cc(C)ccc1C2=O | -10 | 2 | 4 | 3 | . | . | -21 | -2 | . | 0.7
11 | CCn1cc(C(=O)O)c(=O)c2cnc(N3CCN(C(=S)NC(=O)c4ccc(Br)cc4)CC3)nc21 | -1 | . | . | -3 | 6 | 20 | . | . | -5 | .
12 | O=[N+]([O-])c1cc(Br)c(O)c(/C=N/Nc2nc3ccccc3s2)c1 | . | 4 | -6 | -3 | 5 | -9 | -9 | 2 | . | -0.1
13 | CN(C)c1ccc(C=C(c2nnnn2-c2ccccc2)c2nnnn2-c2ccccc2)cc1 | 5 | -1 | -14 | 46 | 3 | 16 | -1 | -2 | -1 | -1.6
14 | COC(=O)Nc1ccc(S(=O)(=O)N2CCC(C(=O)N3CCC(C)CC3)CC2)cc1 | 0 | 8 | 2 | -8 | 3 | 9 | 42* | 0 | 1 | -0.8
15 | COC(=O)/C=c1\sc2n(c1=O)C(C)=CC(C)(C)N=2 | . | -4 | 2 | -5 | -3 | 13 | 5 | -7 | -1 | 2.7
16 | COC(=O)c1ccc(Cl)c(NC(=O)Cc2ccccc2[N+](=O)[O-])c1 | -8 | -5 | -5 | -2 | 3 | -4 | -22 | -4 | -9 | 0.0
17 | CCOc1ccccc1OC(=O)CN1C(=O)c2ccccc2C1=O | -3 | 1 | . | -9 | 0 | 7 | -6 | . | 5 | .
18 | CC(=O)Nc1ccc(C(=O)COC(=O)c2cc(C)oc2C)c(F)c1 | -2 | -2 | . | 6 | . | . | 8 | . | -17 | .
19 | O=C(NCCc1ccccc1)C1c2ccccc2C(=O)N1C1CC1 (configuration not stated) | 2 | -3 | ? | 4 | 0 | 11 | 7 | ? | -3 | ?
20 | CCN1C(=O)CC(N2CCC(c3nc4ccccc4[nH]3)CC2)C1=O (configuration not stated) | 8 | 6 | -15 | 8 | -1 | 9 | 7 | 0 | 6 | -2.4
21 | Cc1ncc(CO)c(/C=N/N=C/c2ccccc2O)c1O | . | 5 | -10 | 9 | 1 | 10 | -1 | 0 | 2 | -0.2
22 | CCOc1ccccc1Nc1cc(C)nc2ccccc12 | . | -4 | -2 | 5 | . | . | 4 | 1 | . | -0.6
23 | O=C(CCc1ccccc1)OCC(=O)c1ccc([N+](=O)[O-])cc1 | -2 | -3 | -1 | 0 | 0 | 18 | -4 | -2 | 2 | 0.0
24 | COc1ccc(C(CNC(=O)C(Cc2ccccc2)NC(N)=O)N(C)C)cc1 (configuration not stated) | -18 | 9 | -8 | 10 | -1 | 26 | 1 | -7 | 1 | 0.4
25 | Cc1ccc([C@@H]2[C@@H]3C(=O)N(c4ccccc4)C(=O)[C@@H]3[C@]3(C)C(=O)N(Cc4ccccc4)CC(=O)N23)o1 | 3 | -8 | -35 | 3 | -1 | 9 | 7 | -4 | -5 | -1.6
26 | COc1ccc(C(=O)N2CCOC2CNC(=O)C(=O)NCc2ccco2)cc1 (configuration not stated) | 5 | 6 | -4 | -1 | 0 | 10 | -18 | -9 | 3 | 0.3
27 | COc1cc2ncnc(NCc3ccc(F)cc3)c2cc1OC | 13 | -4 | -5 | 5 | -1 | 6 | 14 | 7 | -3 | 4.4
28 | COc1cccc(CN2CCN(C(=O)c3cccs3)CC2)c1OC | -16 | 3 | -3 | 2 | -4 | 22 | 8 | -1 | -2 | 0.2
29 | CC(C)CNS(=O)(=O)c1ccc(C(=O)Nc2ccc3c(c2)OCO3)cc1 | -6 | 16 | -9 | -3 | 3 | -16 | -5 | -11 | 0 | -4.1
30 | CCOC(=O)C1=C(C)OC(N)=C(C(=O)OCC)C1c1ccncc1 (configuration not stated) | -14 | -7 | -11 | 2 | -2 | 7 | 12 | -2 | 2 | -0.5

Next part (3 carried over from the part before).
item | Compound | PriA SSB inh | PrPC surface inh | BoNT-F LC inh | MazEF act | 3CLpro inhibitor | VHR inh abs | CCHF vOTU inh | Anthrax LF inh2 | Rv3671c inh | BoNT-A LC inh2
28 | COc1cccc(CN2CCN(C(=O)c3cccs3)CC2)c1OC | -16 | 3 | -3 | 2 | -4 | 22 | 8 | -1 | -2 | 0.2
29 | CC(C)CNS(=O)(=O)c1ccc(C(=O)Nc2ccc3c(c2)OCO3)cc1 | -6 | 16 | -9 | -3 | 3 | -16 | -5 | -11 | 0 | -4.1
30 | CCOC(=O)C1=C(C)OC(N)=C(C(=O)OCC)C1c1ccncc1 (configuration not stated) | -14 | -7 | -11 | 2 | -2 | 7 | 12 | -2 | 2 | -0.5
31 | CCOc1ccc(CCNC(=O)C2CCCN(S(=O)(=O)N3CCOCC3)C2)cc1OCC (configuration not stated) | -12 | -10 | -25 | 2 | 0 | 21 | 1 | -7 | 4 | -1.7
32 | CC(C)(C)CN1C(=O)C(=O)NC[C@H]1Cc1ccc(O)cc1 | -6 | -2 | -9 | 2 | . | -13 | -2 | -8 | 3 | -0.7
33 | CCc1nc2nc(C)cc(Nc3cccc(C(F)(F)F)c3)n2n1 | -29 | -3 | -4 | -5 | 1 | -8 | 2 | -9 | 1 | -0.4
34 | Nc1cc(=O)[nH]c(SCC(=O)Nc2ccc([N+](=O)[O-])cc2)n1 | -2 | -13 | -7 | 11 | 0 | 27 | 1 | -3 | -26 | 0.5
35 | CCCCc1ccc(N2C(=NC(=O)C3CCCO3)SC3CS(=O)(=O)CC32)cc1 (configuration not stated) | 7 | -4 | -8 | -1 | 2 | -14 | 19 | -3 | -3 | -1.7
36 | CS(=O)(=O)N1Cc2cc(C(=O)NCC3CC3)nc(-c3cccc(-c4cccnc4)c3)c2[C@@H]1CCO | . | 3 | -6 | . | . | . | 9 | -14 | . | -0.3
37 | CN(C)S(=O)(=O)Nc1ccc(NS(=O)(=O)N(C)C)c(S(=O)(=O)c2ccccc2)c1 | -9 | 3 | -7 | 1 | -3 | 25 | 9 | -10 | 5 | 0.3
38 | COc1ccc(-c2cc(C(F)(F)F)n3nc(C(=O)NCc4ccco4)cc3n2)cc1OC | -27 | -20 | -2 | 10 | 4 | 18 | 4 | -3 | -4 | 0.6
39 | Oc1c(Cl)cc(Cl)cc1C=Nc1ccc2c(c1)OCCO2 | -5 | 4 | 5 | -58 | 2 | -4 | 4 | -3 | 5 | 0.2
40 | COC(=O)c1ccc(/C=C(\C#N)C(=O)NC(C)c2ccccc2)cc1 (configuration not stated) | -17 | 5 | -1 | 3 | -3 | 9 | 6 | -1 | -7 | -0.1
41 | O=C(c1ccc(CS(=O)Cc2ccc(Cl)cc2)o1)N1CCN(c2ccc(F)cc2)CC1 (configuration not stated) | 8 | 6 | 4 | -1 | 3 | -37 | 24 | 0 | 5 | 1.4
42 | NS(=O)(=O)c1ccc(N/C=C\C(=O)c2ccncc2)cc1 | -21 | -26 | 5 | -2 | 3 | 2 | 13 | -9 | 4 | -0.4
43 | Cc1ccc(C)c(-c2cc(C(=O)NC3CC3)c3ccccc3n2)c1 | -17 | -3 | -5 | -1 | -1 | 6 | -5 | -4 | . | -0.6
44 | COc1ccccc1NC(=O)COC(=O)c1c[nH]c(=O)[nH]c1=O | -6 | 0 | -9 | 2 | -2 | 0 | 6 | 3 | 5 | -0.4
45 | CCC1=C(Nc2ccccc2)COC1=O | . | -11 | -8 | -1 | . | . | 4 | -4 | . | 0.0
46 | Cc1nc2cc(C)c(C)cc2s1 | 4 | 1 | 3 | 6 | 0 | 16 | -4 | 1 | 4 | 0.6
47 | O=C(c1ccccc1)c1c[nH]c2ccccc12 | -2 | 2 | -11 | -2 | -1 | 13 | 5 | 8 | . | -1.1
48 | CCN(C[C@H]1N[C@@](Cc2ccccc2)(C(=O)OC)[C@H]2C(=O)N(C)C(=O)[C@@H]12)C(=O)COc1ccccc1 | 3 | 4 | 2 | 8 | . | . | -7 | -4 | 8 | -0.2
49 | C[C@@H]1CN([C@H](C)CO)C(=O)c2c(c3ccccc3n2C)-c2ccccc2CO[C@H]1CN(C)C(=O)Cc1ccccc1 | . | 4 | 2 | 1 | . | . | 3 | -13 | . | -0.7
50 | CCCn1cnc2cc(NCc3cccc(OC)c3O)ccc21 | 14 | 0 | -2 | -8 | 1 | 18 | -5 | -1 | 6 | 2.4
51 | O=C(NNC(=O)c1cccc2ccccc12)c1ccc2c(c1)OCO2 | 1 | -5 | -3 | -3 | -2 | -1 | 7 | 3 | 6 | 0.0
52 | COC(=O)C[C@H](NC(=O)Cn1cnc2c(OCc3ccccc3)ncnc21)C(=O)OC | -4 | -5 | -3 | 5 | . | . | -4 | 0 | 3 | 0.0
53 | COC(=O)c1sccc1NC(=O)CSCCc1ccncc1 | -4 | 1 | -5 | 6 | 3 | 4 | 8 | -6 | 4 | -0.2
54 | CCOC(=O)c1sc(NC(=O)C2=COCCO2)c(C#N)c1C | -5 | 1 | 13 | -16 | . | . | -2 | 0 | -5 | 3.2
55 | COc1cc(/C=C2/C(=N)N3C=CSC3=NC2=O)ccc1OCCCOc1c(C)cccc1C | 12 | 0 | -15 | 0 | 1 | 20 | 17 | -1 | 5 | 1.8
56 | O=P(/C(=N/O)N1CCOCC1)(N1CCOCC1)N1CCOCC1 | . | 5 | ? | 5 | 2 | 2 | -2 | 2 | -4 | 0.6
57 | CCOc1ccc(NC(=O)CN2C(=O)NC3(CCCCCC3)C2=O)cc1 | 1 | 4 | -15 | 5 | . | . | -6 | -4 | 12 | -5.0
58 | COc1ccccc1CN1CCC(CNS(=O)(=O)c2cc(-c3onc(C)c3C)ccc2OC)CC1 | -4 | -15 | 10 | 12 | -2 | 15 | -4 | 7 | -2 | 9.9
59 | COc1ccc(OC)c(CCNC(=O)Cn2nc(C)c3c(C)n(-c4ccccc4)nc3c2=O)c1 | -4 | -2 | -1 | 4 | -1 | -2 | 4 | -3 | -4 | -0.9
60 | COc1ccc(CCN2C(=S)N(c3ccccc3)C(=O)C2CC(=O)O)cc1OC (configuration not stated) | -7 | 5 | -17 | 3 | -1 | 17 | 7 | 1 | 2 | -8.5
61 | Cc1cn([C@H]2C[C@H](O)[C@@H](/C=C/C(=O)NCCc3ccc(S(N)(=O)=O)cc3)O2)c(=O)[nH]c1=O | . | -3 | 1 | . | . | . | 1 | -8 | . | -0.8

Assay outcomes as filed in PubChem BioAssay.
